SRC1 inh: inhibits human SRC1 coactivator. HEK293 GAL4-SRC1 luciferase reporter, luminescence. inhibition, % at 3.6 µM. 360,000 compounds, 0.12% hits;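 active = inhibition above the campaign mean plus 3 SD, with each screening campaign given its own cutoff, cut at about 60% in these data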;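 also: 0% = DMSO treated cells and 100% = gossypol at 36 µM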
EBV LMP1 NFkB: reduces LMP1-driven NF-kappaB luciferase signal | LMP1-induced NF-kappaB luciferase reporter cells, luminescence | inhibition, % at 12.5 µM | 350,000 compounds, 0.69% hits; in the data active = inhibition above about 41%;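 also: 0% = neutral control wells and 100% = reference inhibitor control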
ABHD5 PLIN5 PPI: ABHD5-PLIN5 protein interaction inhibition | AID 602281 | 360,000 compounds, 0.78% hits | inhibition, % at 4 µM | Q00G26+Q8WTS1 | Split G. princeps luciferase complementation, luminescence, 4 h;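 active = inhibition above the mean inhibition across every tested compound plus 3 SD, cut at about 22% in these data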;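 also: 0% = DMSO only wells and the 100% control is not disclosed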
SRC3 inh: human NCOA3 inhibition. Q9Y6Q9. inhibition, % at 3.6 µM. 360,000 compounds, 0.17% hits. HEK293 GAL4-SRC3 luciferase reporter, luminescence;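 active = inhibition above a per-campaign cutoff, the mean of all compounds plus 3 SD, cut at about 60% in these data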;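 also: 0% = DMSO-treated cells and 100% = gossypol-treated cells at 36 µM; higher means less SRC3-driven luciferase light from the GAL4 reporter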
LRH-1 inv ag: suppresses constitutive activity of human LRH-1; O00482; HEK293T StAR-luciferase reporter, LRH-1 transfected, 24 h; 360,000 compounds, 0.13% hits; inhibition, % at 3.6 µM;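 active = inhibition above the mean inhibition of all tested compounds plus 3 SD, cut at about 73% in these data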;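 also: 0% = DMSO wells and 100% = reporter-only cells lacking LRH-1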
MC4R barr agon: agonists of human melanocortin 4 receptor (MC4R) beta-arrestin. AID 540308. P32245. U2OS MC4R beta-arrestin complementation, luminescence; percent of melanotan II response, DMSO zero. activation, % at 8.9 µM. 360,000 compounds, 0.98% hits;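 active = activation above a per-plate cutoff, the mean activation of sample wells on that plate plus 3 SD, cut at about 8% in these data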
SRC2 inh: inhibits human steroid receptor coactivator 2; inhibition, % at 9 µM; HEK293 GAL4-SRC2 luciferase reporter, luminescence; AID 651957; 370,000 compounds, 0.17% hits;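 active = inhibition above the mean inhibition of all tested compounds plus 3 SD, set per campaign, cut at about 52% in these data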;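 also: 0% = DMSO treated cells and 100% = cells given Gossypol at 36 µM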
NOD2-RIPK2 inh: inhibitors of human NOD2-RIPK2 interaction | O43353 | CHO BLA complementation NOD2-RIPK2, CCF4 ratio | inhibition, % at 4.98 µM | 360,000 compounds, 0.38% hits | AID 624267; in the data active = inhibition above about 21%;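 also: 0% = vehicle only and 100% = reference blocker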
MC4R antagonist: antagonists of human melanocortin 4 receptor (MC4R) | P32245 | MC4R-expressing cells, MTII-stimulated cAMP, LANCE TR-FRET | inhibition, % at 6.5 µM | 360,000 compounds, 0.48% hits | AID 540295;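 active = inhibition above its plate's cutoff, the mean of tested wells on that plate plus 3 SD, cut at about 29% in these data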;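 also: 0% = Melanotan II alone and 100% = Melanotan II plus saturating MCL0020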
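System – human MC4R-expressing U2OS cells · Also added – Melanotan II · Dosing – one concentration, 6.5 µM nominal · Timing – 30-min compound, 1-h challenge, 1-h detection, room temperature · Measured by – Eu-cAMP/anti-cAMP TR-FRET, emission 671 nm · Replicates – singlicate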
NR2F2 inh: NR2F2 (human) inhibition, primary screen; P24468; inhibition, % at 8.6 µM; 370,000 compounds, 0.7% hits; AID 686940; HEK293T NGFI-A luciferase reporter, luminescence;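 active = inhibition above a per-plate cutoff, mean inhibition of test wells between control levels plus 3 SD, cut at about 38% in these data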;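 also: cells cotransfected with COUP-TFII expression vector driving the NGFI-A reporter; 0% = median of COUP-TF2 test wells and 100% = reporter-only cells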
TLR9-MyD88 block: TLR9-MyD88 interaction inhibition; Q9NR96+Q99836; CHO BLA complementation TLR9-MyD88, CCF4 FRET ratio; inhibition, % at 4.98 µM; 340,000 compounds, 0.21% hits; AID 504734;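 active = inhibition above the mean over all tested compounds plus 3 SD, cut at about 21% in these data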;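 also: 0% = DMSO only wells and 100% = clavulanate BLA inhibitor control wells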
Target sequence (Q99836 whole entry, looked up): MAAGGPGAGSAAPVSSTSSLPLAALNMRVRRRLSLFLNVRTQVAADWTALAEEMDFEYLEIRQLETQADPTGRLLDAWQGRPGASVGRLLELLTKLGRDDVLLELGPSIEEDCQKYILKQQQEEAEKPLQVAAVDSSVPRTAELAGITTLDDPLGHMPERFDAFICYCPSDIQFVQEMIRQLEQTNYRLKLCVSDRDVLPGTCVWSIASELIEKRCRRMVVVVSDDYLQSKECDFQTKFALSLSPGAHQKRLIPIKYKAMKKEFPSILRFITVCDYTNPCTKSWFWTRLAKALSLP
Target sequence (Q9NR96 whole entry, looked up): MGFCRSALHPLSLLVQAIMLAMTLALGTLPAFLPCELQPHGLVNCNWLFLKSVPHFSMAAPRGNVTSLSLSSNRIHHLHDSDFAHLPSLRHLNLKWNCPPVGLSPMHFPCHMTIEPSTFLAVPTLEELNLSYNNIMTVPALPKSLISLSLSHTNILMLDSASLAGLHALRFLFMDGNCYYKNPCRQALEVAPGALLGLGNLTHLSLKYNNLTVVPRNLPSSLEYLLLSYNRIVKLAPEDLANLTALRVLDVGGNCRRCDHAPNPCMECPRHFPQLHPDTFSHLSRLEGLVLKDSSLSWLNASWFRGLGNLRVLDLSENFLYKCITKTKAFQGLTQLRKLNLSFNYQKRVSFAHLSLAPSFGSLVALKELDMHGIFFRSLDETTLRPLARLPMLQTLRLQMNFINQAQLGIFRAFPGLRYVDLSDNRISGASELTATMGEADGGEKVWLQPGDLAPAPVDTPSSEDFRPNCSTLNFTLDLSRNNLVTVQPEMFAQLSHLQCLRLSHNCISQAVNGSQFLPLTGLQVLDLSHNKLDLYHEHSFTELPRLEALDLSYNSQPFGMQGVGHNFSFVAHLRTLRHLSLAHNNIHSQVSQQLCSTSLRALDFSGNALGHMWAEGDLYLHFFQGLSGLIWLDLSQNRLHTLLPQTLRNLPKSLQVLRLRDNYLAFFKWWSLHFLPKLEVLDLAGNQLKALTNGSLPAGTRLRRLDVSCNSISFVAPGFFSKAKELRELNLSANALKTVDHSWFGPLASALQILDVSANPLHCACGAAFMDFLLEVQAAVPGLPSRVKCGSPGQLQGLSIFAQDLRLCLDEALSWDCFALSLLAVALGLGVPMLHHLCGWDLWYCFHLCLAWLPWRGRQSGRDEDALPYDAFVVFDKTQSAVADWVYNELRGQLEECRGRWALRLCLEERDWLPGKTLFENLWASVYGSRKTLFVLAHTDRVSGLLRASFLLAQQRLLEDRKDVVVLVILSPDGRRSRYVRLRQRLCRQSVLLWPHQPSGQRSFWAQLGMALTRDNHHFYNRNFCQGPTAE
Active calls of the source: *; nt = no result given. An excerpt; count on the stated rates, not on these rows.

SRC1 inh	EBV LMP1 NFkB	ABHD5 PLIN5 PPI	SRC3 inh	LRH-1 inv ag	compound	MC4R barr agon	SRC2 inh	NOD2-RIPK2 inh	MC4R antagonist	NR2F2 inh	TLR9-MyD88 block
2.5	9.5	0.2	15.8	6.9	CC(C)c1onc(C(=O)N2CCN(Cc3ccccc3)CC2)c1[N+](=O)[O-]	-1.7	12.6	-3.2	-3.7	5.4	1.3
0.9	0.3	-6.6	6.7	18.4	CCn1c(SC/C=C/c2ccccc2)nnc1-c1cccs1	-2.7	-13.0	-4.6	10.2	-0.8	0.2
7.5	-3.1	-1.8	-25.9	-1.3	O=C(NCCCn1ccnc1)C1CCN(S(=O)(=O)c2ccc(F)cc2)CC1	0.4	7.3	-5.2	1.6	4.6	-0.4
9.7	-10.1	-2.4	-35.8	-17.2	CCC(=O)N1CCc2cc(S(=O)(=O)NCCC(=O)N3CCN(c4ccccc4)CC3)ccc21	2.1	-8.8	0.9	19.1	0.3	-7.3
13.4	3.6	8.9	-3.4	9.8	CN(Cc1ccccc1)Cc1ccccc1F	-0.9	7.5	0.4	-0.2	-2.1	-2.1
-21.1	nt	-1.9	-6.5	-31.9	CC(C)c1ccc(Nc2ncc3c(n2)CCN(C(=O)NC2CCCCC2)C3)cc1	-0.4	12.0	8.0	7.2	10.8	nt
-30.4	-7.4	-3.8	5.8	11.0	Cc1ccc(NC(=O)CN(C)CC(=O)Nc2ccc(F)c(F)c2F)c(Cl)c1	0.8	12.5	2.6	12.3	1.5	-4.7
5.6	0.7	2.5	4.6	-5.6	Cc1sc2nc(CSCC(=O)NC(C)(C)C)[nH]c(=O)c2c1C	-0.8	4.8	-6.5	1.0	13.2	-0.3
-28.0	-0.5	8.5	19.1	3.4	Cn1nc(-c2ccc(OCC(=O)Nc3cccnc3)cc2)c2ccccc2c1=O	-1.4	-8.0	2.8	14.4	-11.9	0.6
6.8	16.8	-5.9	18.2	-5.1	CC(C)CC(=O)NC(NC(=S)Nc1cccc2cccnc12)C(Cl)(Cl)Cl (stereo not given)	-0.5	20.4	-2.8	13.0	20.9	0.7
-7.4	2.3	2.3	5.5	15.5	COc1ccc(NC(=O)C2CCN(C(=O)NCc3ccccc3)CC2)cc1	-1.4	-4.3	6.0	0.0	13.7	-4.4
2.8	3.5	-2.6	5.0	-5.0	C=CCN(CC=C)C(=S)Nc1ccccc1	-0.2	6.5	0.2	2.8	-13.3	-2.7

Results in NOD2-RIPK2 inh and SRC3 inh (two entries from above):
Compound | NOD2-RIPK2 inh | SRC3 inh
CCn1c(SC/C=C/c2ccccc2)nnc1-c1cccs1 | -4.6 | 6.7
O=C(NCCCn1ccnc1)C1CCN(S(=O)(=O)c2ccc(F)cc2)CC1 | -5.2 | -25.9

Four compounds out of the list, ordered by molecular weight, rising:
SRC1 inh	EBV LMP1 NFkB	ABHD5 PLIN5 PPI	SRC3 inh	LRH-1 inv ag	compound	MC4R barr agon	SRC2 inh	NOD2-RIPK2 inh	MC4R antagonist	NR2F2 inh	TLR9-MyD88 block
2.8	3.5	-2.6	5.0	-5.0	C=CCN(CC=C)C(=S)Nc1ccccc1	-0.2	6.5	0.2	2.8	-13.3	-2.7
-28.0	-0.5	8.5	19.1	3.4	Cn1nc(-c2ccc(OCC(=O)Nc3cccnc3)cc2)c2ccccc2c1=O	-1.4	-8.0	2.8	14.4	-11.9	0.6
-21.1	nt	-1.9	-6.5	-31.9	CC(C)c1ccc(Nc2ncc3c(n2)CCN(C(=O)NC2CCCCC2)C3)cc1	-0.4	12.0	8.0	7.2	10.8	nt
9.7	-10.1	-2.4	-35.8	-17.2	CCC(=O)N1CCc2cc(S(=O)(=O)NCCC(=O)N3CCN(c4ccccc4)CC3)ccc21	2.1	-8.8	0.9	19.1	0.3	-7.3

The list goes on:
SRC1 inh	EBV LMP1 NFkB	ABHD5 PLIN5 PPI	SRC3 inh	LRH-1 inv ag	compound	MC4R barr agon	SRC2 inh	NOD2-RIPK2 inh	MC4R antagonist	NR2F2 inh	TLR9-MyD88 block
19.8	4.7	2.0	36.3	-1.3	O=C(N/N=C/c1ccccc1O)c1ccncc1	-0.9	10.8	-5.6	-2.9	-2.8	-8.3
6.8	3.0	-10.2	6.4	-5.7	CC1SC(c2cccc(Cl)c2)NC1=O (stereo not given)	-0.5	-16.5	4.5	8.2	-13.9	2.2
0.7	-6.0	1.9	1.4	11.8	OCCC1CN(Cc2ccc3nsnc3c2)CCN1CCc1ccccc1 (stereo not given)	-0.3	-26.4	-16.1	3.5	-0.4	15.7
-26.3	-6.1	9.7	0.9	19.3	Cc1ccc(S(=O)(=O)N2CCN(C(=O)COC(=O)CC(C)c3ccccc3)CC2)c(C)c1 (stereo not given)	1.3	0.8	1.1	3.9	4.0	-10.7
-8.9	0.8	-2.9	-13.7	11.8	CC[N+](CC)(CC)CC(=O)Nc1ccc(SC(F)F)cc1	-3.3	-18.3	-15.3	3.3	-6.2	0.6
-14.5	-6.4	3.3	6.7	-16.3	O=C(C1CCC(CNS(=O)(=O)c2ccc(F)cc2)CC1)N1CCOCC1 (stereo not given)	-1.6	0.0	14.0	10.4	-4.5	-4.1
-15.7	1.6	-1.2	8.1	9.7	COc1ccc(CCNC(=O)CSc2ccc(-c3ccco3)nn2)cc1	-0.3	-42.1	2.2	2.0	4.2	7.0
-1.4	-3.1	5.0	10.8	-31.0	N#C/C(C(=O)c1ccccc1)=C1/CCCN1	-1.5	-17.9	6.4	-1.7	-7.6	0.1
-9.2	2.4	5.2	4.4	-19.4	O=S(=O)(c1cccc(Cl)c1Cl)N1CCN(C(=S)NCCCN2CCOCC2)CC1	-0.2	2.7	0.1	12.9	4.5	11.1
-26.3	2.3	13.0	12.7	-7.6	CC1CC(=O)N(c2ccc(Br)cc2)C(=O)C1	0.1	-27.8	-20.3	0.5	15.0	-10.5
-58.7	-0.3	0.6	21.8	-1.2	COc1nnc(-c2ccc(N3CCOCC3)c(NC(=O)c3ccc(C)cc3)c2)c2ccccc12	-1.5	4.5	2.9	-16.7	-2.7	-6.6
-16.7	-5.2	5.3	18.2	18.6	O=C(COc1ccccc1[N+](=O)[O-])Nc1cccc(Cl)c1N1CCOCC1	-2.3	0.1	-0.1	-11.6	30.1	-4.6
6.9	0.0	-4.1	-6.9	-5.3	Cc1cc(NC(=O)C(C)SCC(=O)OC(C)C(=O)Nc2ccccc2C)no1 (stereo not given)	-1.6	5.0	-6.4	-1.0	4.9	-4.3
9.1	-0.2	11.6	-6.3	9.6	Cc1cc(C(=O)O)c(=O)[nH]c1C	1.3	5.7	2.6	-10.2	-9.6	10.5
9.9	3.6	0.6	15.9	-4.0	O=C(NNC(=O)c1sccc1-n1cccc1)c1ccc(F)cc1	-3.1	-5.8	-1.8	14.1	-29.3	8.9
12.2	2.9	-3.0	10.0	6.5	CCOc1ccc2c(c1)C(N(CCN1CCOCC1)C(=S)Nc1ccccc1OC)CC(C)(C)O2 (stereo not given)	-0.7	10.8	-12.9	0.1	9.9	-10.4
6.2	8.1	-2.4	6.8	-5.6	COc1cccc2cc(C(N)=O)oc12	-2.5	-1.3	4.4	12.1	-6.1	-9.1
-159.1	-13.6	-5.2	-57.4	-52.2	O=C(N/N=C/c1c[nH]c2ccccc12)c1ccc2c(c1)OCCO2	0.3	-50.4	-1.7	-7.4	-28.2	-3.2
2.4	-2.9	3.8	16.3	4.0	CCC(C)(C)n1nnnc1C(c1ccccc1)N1CCN(Cc2ccccc2)CC1 (stereo not given)	-2.2	-6.5	2.8	-6.2	-13.1	5.2
3.8	-10.9	-3.1	15.6	-1.8	NC(=O)C(=O)NN=C1CCC(c2ccccc2)CC1 (stereo not given)	-2.2	-11.1	-7.2	-4.7	-7.4	-0.9
-8.8	5.3	-1.7	14.2	13.3	Cc1ccc(S(=O)(=O)NC(=O)NC(=O)N(C)S(=O)(=O)c2ccc(C)cc2)cc1	0.4	2.3	1.9	2.8	12.3	5.6
2.1	-5.5	-7.1	3.4	-1.9	CC(CC(=O)O)Nc1ccccc1O (stereo not given)	-3.8	-47.7	-2.2	8.5	-8.5	-2.6
4.9	nt	2.5	-15.0	3.6	CC(C)(C)c1cc(NC(=O)C2(C)CCN2C(=O)C2(c3ccccc3)CCCC2)no1 (stereo not given)	-0.3	-2.4	0.6	10.6	17.9	nt
11.1	-8.6	1.1	-4.4	-11.5	Cn1c(SCc2cccnc2)nnc1-c1c[nH]c2ccccc12	-1.4	-7.7	-11.4	4.8	-40.4	10.8
-27.9	-8.8	-0.2	-24.8	-14.2	Cc1c(C(=O)N2CCN(c3ncccn3)CC2)sc2nc3n(c(=O)c12)CCCC3	-1.5	9.0	-1.0	-0.7	1.9	1.2
6.9	-0.8	23.1*	-3.1	11.7	Cn1c(=O)c([N+](=O)[O-])c(-n2ccnc2)c2ccccc21	-2.9	-31.4	5.4	24.3	-3.0	3.5
-1.3	1.6	5.3	16.5	17.8	OCCNc1nc(-c2ccccc2)nc2ccccc12	-0.3	-15.5	-5.1	-0.3	23.9	3.2
-24.7	-0.1	2.7	12.6	4.0	Cc1ccc(S(=O)(=O)Nc2ccc3cn[nH]c3c2)c(C)c1	-1.3	4.9	-2.6	-1.6	-19.0	6.0
4.6	-12.1	-3.0	17.4	8.8	COc1ccc(C(=O)OCC(N)=O)cc1[N+](=O)[O-]	-3.6	13.4	-7.4	-8.1	-6.7	-3.4
5.1	9.0	-6.1	-14.2	-18.1	Cc1ccc(C2/C=C\CC(NC(=O)OCC3c4ccccc4-c4ccccc43)CC(=O)N2Cc2ccccc2)cc1 (stereo not given)	-1.6	-2.2	1.1	9.6	8.6	-5.5
-12.5	4.3	-1.7	8.1	-5.6	CCN(CC)C(=O)CSc1nc2cc3c(cc2c(=O)n1Cc1ccc(OC)cc1)OCO3	-1.3	-33.2	-2.3	8.4	-0.7	-7.2
-6.9	-3.3	-2.8	-9.5	31.8	N#CCSc1ccccc1NC(=O)COc1ccc(-c2nnco2)cc1	-0.2	-42.6	-5.4	7.0	-0.8	0.5
3.4	3.4	1.4	11.6	1.9	CCOC(=O)C(NC(C)=O)C(=O)Nc1ccc(C(C)(C)C)cc1 (stereo not given)	-0.3	32.9	-10.3	16.1	2.9	1.0
6.4	-0.5	4.5	19.4	-9.2	Cc1cc(-c2nnc(CCC(=O)NC(Cc3ccccc3)c3ccccc3)o2)no1 (stereo not given)	-3.4	-12.9	3.6	7.4	8.0	-6.4
-5.0	3.2	-3.5	-0.5	-11.7	CCSc1cnn(-c2ccccc2)c(=O)c1SCC	-0.9	-1.6	0.8	9.9	-0.8	2.4
-19.9	-20.9	-4.3	-1.8	2.5	CC(C)c1ccc(NC(=O)Nc2cc3sccc3n2C)cc1	-0.3	1.4	-13.0	-2.4	9.0	-4.8

Assay outcomes as filed in PubChem.
